Compound activity as filed in PubChem.
LYP phosphatase: inhibitors of LYP phosphatase, biochemical, fluorescence intensity, uHTS (AID 1779) | Tyrosine-protein phosphatase non-receptor type 22 (Homo sapiens) | recombinant LYP phosphatase, fluorescence intensity; higher % means a stronger effect | inhibition, % at 11.5 µM; hits with a dose series show IC50 in µM | 0.054% of 290,000 active; in the data active = inhibition above about 50%;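 also: plate controls were vehicle with enzyme for no effect and no enzyme for full effect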
Large T inhibition: SV40 large T antigen inhibitors, biochemical (AID 1903); SV40 large T antigen ATPase/helicase inhibition assay; higher % means a stronger effect; inhibition, % at 20 µM; hits with a dose series show IC50 in µM; 0.39% of 310,000 active; in the data active = a potency from the dose series; inconclusive = inhibition mostly from about 32% at the one dose, without a potency; inactive = the rest, 99 in 100 with inhibition below about 32%; also: strong numbers were not always called active
GPR35 antagonists: GPR35 antagonists blocking zaprinast-driven arrestin recruitment, primary screen, imaging, U2OS, beta-arrestin-GFP, zaprinast agonist (AID 2058); G-protein coupled receptor 35 (Homo sapiens); U2OS GPR35 beta-arrestin-GFP translocation imaging, zaprinast antagonism; higher % means a stronger effect; inhibition, % at 10 µM; hits with a dose series show IC50 in µM; 0.052% of 290,000 active;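 active = inhibition of at least 50% with at least 30 cells and total cytoplasm GFP at most 10,000,000; inconclusive = under 30 cells or total GFP of 10,000,000 plus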
T cell HTS: modulators of CD8 T cell-vesicle binding, primary screen, mouse 2C CD8+ T cells, flow cytometry. 2C CD8+ T cell-vesicle binding; hits give low values. calls only at 7 µM. 0.068% of 330,000 active. AID 2052, 2009;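 active = response, share of CD8 T cells binding vesicles, and their 90th percentile fluorescence all below set limits, cut at about 80% in these data, passing the limit was not always enough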
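material = purified 2C TCR transgenic mouse naive CD8+ T cells | controls = Unloaded micro-vesicles (low), QL9 vesicles with 0.7% DMSO (high) | detection = cytometric PE anti-B7-1 and Alexa647 anti-CD8 signals after 1% paraformaldehyde fixation | incubation = binding step 1.5 h, 37 °C, antibody labelling 20 min, ice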
Lipid droplet: inhibitors of hepatocyte lipid droplet formation, primary screen, imaging, high-throughput imaging, BODIPY stain | AML12 mouse hepatocytes, oleate lipid droplets | inhibition, % at 6.5 µM | 0.4% of 240,000 active | AID 1656, 2009;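 active = lipid droplet intensity inhibited by at least 50%, with more than 500 cells counted; inconclusive = wells with under 300 cells, treated as cytotoxic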
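Assay system: AML12 hepatocytes (mouse); Probe or stimulus: oleic acid at 100 µM to induce lipid droplet formation; Dosing: compound at 6.5 µM only; Schedule: compound with oleate, overnight; Detection: fluorescence imaging, 20x objective, two fields per well; Measure: % inhibition of lipid droplet signal.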
GPR55 antagonists: GPR55 antagonists blocking LPI-driven arrestin recruitment, primary screen, imaging, U2OS, beta-arrestin-GFP, LPI agonist (AID 2013). G-protein coupled receptor 55 (Homo sapiens). U2OS GPR55 beta-arrestin-GFP translocation imaging, LPI antagonism; higher % means a stronger effect. inhibition, % at 10 µM, or IC50 in µM where a hit was titrated. 0.13% of 290,000 active;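 active = spots per cell inhibited over 60%, with over 100 cells counted and total cytoplasm intensity under 500,000; inconclusive = wells with under 100 cells, flagged as likely toxic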;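 also: U2OS cells stably carrying GPR55 and arrestin-GFP stimulated by 5 µM LPI near EC80; imaged beta-arrestin-GFP aggregate spots per cell after agonist stimulation; plate controls were LPI-stimulated DMSO wells for no effect and DMSO wells without LPI for full effect; some results filed as inactive read as strong as hits; confirmed hits need IC50 under 10 µM and bright autofluorescent wells are also inconclusive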
GPR55 beta-arrestin: GPR55 agonists via beta-arrestin recruitment, primary screen, imaging, U2OS cells, beta-arrestin-GFP redistribution (AID 1961); 0.048% of 290,000 active; activation, % at 10 µM; hits with a dose series show EC50 in µM; U2OS GPR55 beta-arrestin-GFP redistribution imaging; higher % means a stronger effect;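 active = activation above 40% with more than 50 cells counted in the well; inconclusive = wells holding fewer than 50 cells, flagged as toxic or sparse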;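 also: U2OS osteosarcoma cells stably expressing GPR55 and beta-arrestin-GFP; plate controls were DMSO negative control for no effect and LPI positive control for full effect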
Rac1 GTP hydrolysis: MgcRacGAP GTPase-activating activity inhibitors, confirmation, biochemical, ADP Hunter fluorescence | one-dose inhibition, % at 30 µM; IC50 in µM for titrated hits | Rac GTPase-activating protein 1 (Homo sapiens) | MgcRacGAP-stimulated Rac1 GTP hydrolysis, ADP Hunter fluorescence; higher % means a stronger effect; GST-tagged Rac1 F28L mutant substrate | 0.6% of 340,000 active;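 active = first-screen hits whose inhibition reached a set limit at any dose in the follow-up dose series; inconclusive = inhibition above the set first-screen limit but never retested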;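 also: fluorescence reports GDP produced by GAP-driven GTP hydrolysis; strong numbers were not always called active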
NTR1 agonist: agonists of NTR1, primary screen, imaging, U2OS cells, beta-arrestin-GFP, high content (AID 493036); 0.17% of 330,000 active; Neurotensin receptor type 1 (Homo sapiens), P30989; NTR1-U2OS beta-arrestin-GFP spot imaging, agonist mode; activation, % at 20 µM;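 active = activation at or above 40% of the spot to cytoplasm intensity ratio, with at least 20 cells analyzed; inconclusive = wells under 20 cells, flagged as cytotoxic or low count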;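 also: 0% = DMSO without peptide and 100% = 100 nM NTR1 peptide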
Target sequence (P30989 whole entry, looked up): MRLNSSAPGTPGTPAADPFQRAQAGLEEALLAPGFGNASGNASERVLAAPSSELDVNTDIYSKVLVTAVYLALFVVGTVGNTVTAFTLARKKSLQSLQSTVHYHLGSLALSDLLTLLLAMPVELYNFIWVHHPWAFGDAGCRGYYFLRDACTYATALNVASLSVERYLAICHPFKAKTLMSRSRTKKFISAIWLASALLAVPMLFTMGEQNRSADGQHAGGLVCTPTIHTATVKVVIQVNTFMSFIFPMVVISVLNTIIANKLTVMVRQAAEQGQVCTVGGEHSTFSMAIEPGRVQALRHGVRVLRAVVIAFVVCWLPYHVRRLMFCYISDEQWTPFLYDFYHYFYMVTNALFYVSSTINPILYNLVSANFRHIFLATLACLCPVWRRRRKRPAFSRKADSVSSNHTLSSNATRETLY
Lipid droplet cells 6.5 µM: also measured in Lipid droplet; calls as there; cell count; measured here: cell count, cytotoxicity flag;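 cells counted across two imaged fields per well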
T cell HTS vesicle-bound %: recorded beside T cell HTS, whose call it bears; double positive events, %; measured here: CD8+ vesicle-bound cell fraction;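 binding gate set so that unloaded-vesicle control wells show 10% double positive cells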
NTR1 agonist cell count 20 µM: also measured in NTR1 agonist; calls as there; cell count; measured here: cell count, cytotoxicity flag
* hit, by the source's call; i = inactive; u = inconclusive; x = not tested or not shown.

Results follow in this order: LYP phosphatase	Large T inhibition	GPR35 antagonists	T cell HTS	T cell HTS vesicle-bound %	Lipid droplet	Lipid droplet cells 6.5 µM	GPR55 antagonists	GPR55 beta-arrestin	Rac1 GTP hydrolysis	NTR1 agonist	NTR1 agonist cell count 20 µM
CCN(CC)c1ccc(/C=C(\C#N)c2nc(-c3cccs3)c(NC(C)=O)s2)cc1
→ 4%	-3%	71%*	x	x	9	520	u	4.8%	x	x	x
Cc1nnc(SC(C(=O)Nc2cc(Cl)cc(Cl)c2)c2ccccc2)[nH]c1=O (centres undefined)
→ 1%	10%	-6%	i	56	-3	670	-6%	-0.1%	5%	0.5	46
Cc1ccc(S(=O)(=O)N2CCOCC2)cc1C(=O)OCC(=O)N1CCc2ccccc2C1
→ -6%	7%	5%	x	x	12	736	0%	-0.1%	8%	x	x
CCCOc1cccc(C2/C(=C(/O)c3ccncc3)C(=O)C(=O)N2CCCN(C)C)c1 (centres undefined)
→ -9%	x	19%	x	x	9	798	5%	-0.1%	x	x	x
CSCCC(NS(=O)(=O)c1ccc(C)cc1)C(=O)N1CCCC1 (centres undefined)
→ 1%	5%	0%	i	22	-44	792	-5%	0.3%	11%	-1.1	48
COc1cc(C2/C(=C(\O)c3ccc4c(c3)OCCO4)C(=O)C(=O)N2Cc2ccco2)ccc1O (centres undefined)
→ -5%	15%	3%	i	28	14	690	22%	0.0%	3%	1.1	72
C=CC[C@H]1CC(C)=C[C@H](CC=C)N1C(=O)c1cc(COc2ccccc2SC)on1
→ -1%	9%	-5%	i	62	-21	838	18%	-0.1%	6%	3.8	71
COc1cccc(/C=N/Nc2nnc(C)n2N)c1O
→ -5%	4%	0%	i	54	-2	845	10%	0.0%	9%	2.0	83
COc1cc(C2C(C(=O)c3ccco3)=C(O)C(=O)N2Cc2cccnc2)cc(OC)c1OC (centres undefined)
→ -9%	9%	18%	i	40	x	x	8%	-0.1%	4%	1.9	53
C#CCOCCOCCOCCNc1nc(N2CCN(C(=O)CCCCCCCCCCNC(=O)[C@H](CCCCN)n3cc(C)nn3)CC2)nc(N2CCN(C(=O)CCCCCCCCCCNC(=O)[C@H](CCCCN)n3cc(CCCC(=O)O)nn3)CC2)n1
→ x	19%	x	i	34	x	x	x	x	18%	5.4	99
Cc1cc(C)cc(CN2C(=O)NC3(CCCCCC3)C2=O)c1
→ -2%	-8%	8%	i	63	-14	790	1%	-0.3%	6%	3.8	97
Cc1ccc2c(c1)C(c1ccc(F)cc1)N(C(=O)C1CC1)CC(=O)N2 (centres undefined)
→ -3%	2%	-17%	i	44	x	x	-6%	0.8%	10%	-0.6	46
CCOc1ccc2c(c1)S/C(=C\c1cccs1)C(=O)N2
→ -2%	23%	-2%	i	53	-1	689	8%	0.3%	2%	6.3	55
CC(C)Cn1c(N2CCN(CC(=O)Nc3ccc(Cl)cc3)CC2)nc2ccccc21
→ 2%	9%	11%	i	19	2	771	12%	0.0%	1%	3.3	48
N#Cc1ccc(CN2CCN(C(=O)Cn3nc(C(N)=O)c4ccccc4c3=O)CC2)cc1
→ -10%	1%	-7%	i	31	2	777	8%	0.2%	4%	-1.4	46
Cc1ccccc1NS(=O)(=O)c1ccc(C(=O)NCC(c2ccccc2)N(C)C)cc1 (centres undefined)
→ -5%	-6%	4%	i	57	-2	674	-5%	0.8%	2%	1.9	62
O=C(CCNS(=O)(=O)c1ccccc1)OCC(=O)c1ccc(F)cc1
→ x	0%	x	i	22	x	x	x	x	7%	0.7	58
CC(O)CN(Cc1cccc(Cl)c1)CC(C)O (centres undefined)
→ -1%	12%	16%	x	x	-6	726	13%	0.5%	16%	-2.0	90
COC(=O)c1ccccc1NC(=O)CN(c1ccccc1)S(=O)(=O)N(C)C
→ x	-2%	x	i	31	x	x	x	x	-3%	-0.4	36
COC(=O)COc1ccc2c(=O)c(Oc3ccccc3Br)coc2c1
→ 0%	9%	-9%	i	65	5	817	0%	0.0%	5%	4.2	91
N#CC1=C(N)Oc2ccccc2C12C(=O)Nc1n[nH]c(-c3ccccc3)c12 (centres undefined)
→ 6%	19%	8%	i	21	-3	784	11%	0.1%	0%	1.7	65
O=C(CCn1c(=O)c2ccccc2n(Cc2cccnc2)c1=O)NCc1ccc2c(c1)OCO2
→ -1%	10%	-10%	i	55	-2	775	-2%	0.3%	4%	0.8	55
CCN(CC)c1nc2ccccc2[nH]c1=O
→ 0%	8%	10%	i	38	10	741	6%	-0.6%	-23%	0.5	63
CCCN(CCC)C(=O)c1cc(S(=O)(=O)N2CCCCC2)c[nH]1
→ 0%	x	-6%	i	11	43	734	-7%	0.3%	0%	-0.2	66
CCCc1nn(C)c(C(=O)Nc2ccccc2)c1Cl
→ -4%	-4%	0%	i	18	3	635	13%	-0.4%	7%	1.7	48
Cc1cc(N2CCOCC2)c2c(N)cc(C)c(C)c2n1
→ -6%	9%	-1%	i	52	-6	723	4%	-0.2%	25%	0.9	28
CCOC(=O)/C(C#N)=C\c1ccc(O)c(OC)c1
→ -5%	36%	2%	i	59	-3	688	-1%	-0.5%	49µM*	1.2	75
O=C1CCCC2=C1C(c1ccncc1)c1c(nc(SCc3ccccc3Cl)[nH]c1=O)N2 (centres undefined)
→ -14%	2%	10%	i	30	-5	778	16%	0.2%	9%	-0.3	70
CCOC(=O)c1sc2nc(C)n(CC(=O)NCC3CCCO3)c(=O)c2c1C (centres undefined)
→ -7%	-4%	-2%	i	56	x	x	21%	-0.1%	6%	0.2	55
Cc1ccccc1OCC(=O)Nc1cccc(S(=O)(=O)NC2=NCCCCC2)c1
→ x	16%	x	i	41	x	x	x	x	4%	0.3	75
COc1ccccc1NC(=S)N1CCN(Cc2ccc3c(c2)OCO3)CC1
→ -12%	2%	-3%	i	35	-15	555	-3%	-0.3%	8%	-0.5	39
CCOc1ccc(N2C(=O)CC(NC3CCN(C(=O)c4ccc(F)cc4)CC3)C2=O)cc1 (centres undefined)
→ 0%	6%	20%	i	19	10	839	-8%	-0.1%	8%	-1.3	54
Cc1ccc(C(=O)Cc2nc3ccccc3[nH]2)cc1
→ -5%	4%	-11%	i	27	-3	834	-8%	0.3%	5%	4.1	58
COc1ccc(N2C(=S)NC(C)(C)CC2(C)c2ccc(OC(C)=O)cc2OC(C)=O)cc1 (centres undefined)
→ -8%	-1%	-7%	i	34	10	758	6%	0.9%	10%	0.9	54
Cc1cc2c(NC(=O)Nc3ccc(C(C)(C)C)cc3)cccc2nn1
→ -3%	13%	8%	i	28	-5	742	-8%	-0.2%	2%	7.5	47
COc1ccc(C(=O)Nc2oc(-c3ccccc3)c(-c3ccccc3)c2C#N)cc1OC
→ 0%	5%	-16%	i	30	-1	611	7%	0.0%	16%	1.2	51
OCCNCc1cc(Br)ccc1OCc1ccc(Cl)cc1
→ -2%	6%	4%	i	18	x	x	9%	-0.1%	6%	4.2	67
CCCCCn1cnc2sc(CC)cc2c1=O
→ -7%	4%	0%	i	32	-10	659	9%	-0.3%	3%	0.4	54
CCOC(=O)C1(CCCc2ccccc2)CCN(C(=O)c2cc(C)nc(C)n2)CC1
→ -4%	x	-3%	i	47	-19	679	-3%	0.3%	7%	1.8	43
Cc1ccc(NC(=O)CCC(=O)N2CCOCC2)nc1
→ x	7%	x	i	20	x	x	x	x	1%	0.7	54
CN(C)c1ccc(S(=O)(=O)c2ccc(Cl)cc2)cc1
→ -9%	1%	10%	i	10	x	x	8%	-0.3%	-3%	-0.4	86
O=c1[nH]n(-c2cccc(Cl)c2)c2ncccc12
→ -3%	25%	-14%	i	30	x	x	4%	0.0%	9%	0.6	68
Cc1ccc(C2(O)CN(c3ccccc3)C3=[N+]2CCS3)cc1 (centres undefined)
→ -1%	6%	-7%	i	12	-2	662	7%	-0.2%	9%	5.8	62
COc1cc(SSc2cc(OC)cc([N+](=O)[O-])c2N)c(N)c([N+](=O)[O-])c1
→ 2%	u	4%	i	11	9	699	7%	1.9%	u	0.0	85
Cc1c(CNC(=O)c2cnn3c2NC(c2ccc(Br)cc2)CC3C(F)(F)F)cnn1C (centres undefined)
→ 4%	17%	-5%	i	14	-9	743	4%	-0.2%	10%	-0.2	49
Cc1ccccc1NC(=O)CCC(=O)N/N=C/c1cc([N+](=O)[O-])ccc1O
→ 6%	5%	-4%	i	46	x	x	-3%	-0.2%	8%	0.8	55
COc1cc(/C=N/N2CCN(C3c4ccccc4-c4ccccc43)CC2)cc(OC)c1O
→ 12%	19%	2%	i	49	1	517	18%	-0.3%	8%	20	44
Cc1nnc(C)c2c(C)n(C(c3ccccc3)c3ccccc3)c(C)c12
→ 2%	7%	-3%	i	44	1	736	-9%	-0.1%	1%	3.2	54
CCOc1ccc(N2CC(C(=O)Nc3ccccc3N3CCCC3)CC2=O)cc1 (centres undefined)
→ -4%	u	5%	i	36	2	832	11%	-0.1%	7%	1.0	71
Cc1nnc(SCC(=O)c2ccc(S(=O)(=O)N3CCOCC3)cc2)n1-c1ccccc1
→ -8%	12%	5%	i	39	x	x	8%	-0.1%	17%	0.2	88
Cc1sc(NC(=O)/C=C/c2ccco2)c(C(=O)OC(C)C)c1C
→ -5%	17%	12%	i	41	6	669	-8%	-0.2%	3%	9.0	41
